# Source: PubChem (The Scripps Research Institute Molecular Screening Center)
# OXTR potentiator = human OXTR potentiation. P30559. CHO-OTR cells, Fluo-8 calcium fluorescence, potentiator mode; 0% = oxytocin EC15, 100% = EC100. activation, % at 3 µM. 320,000 tested, 0.061% active. AID 2445;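 active = activation above that plate's cutoff, the mean activation of tested compounds plus 3 SD, cut at about 6.6% in these data, passing the limit was not always enough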;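 also: 100% uses oxytocin at 75 nM as the full agonist control; some results filed as inactive read as strong as hits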
#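 Assay system: CHO cell line stably expressing human OTR. Reagent: EC15 oxytocin agonist. Dosing: single dose, 3.0 µM nominal final compound concentration. Timing: compound 6 min at room temperature before oxytocin, 100 s read. Signal: kinetic Fluo-8 calcium fluorescence. Controls: oxytocin EC15 low and EC100 high.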
# CHRM1 PAM = potentiates human M1 receptor response to acetylcholine. CHO-K1 hM1, Fluo-8 calcium fluorescence, ACh EC20; 0% = ACh EC20, 100% = maximal ACh. activation, % at 3 µM. 360,000 tested, 0.088% active; in the data active = activation above about 19%, passing the limit was not always enough
# M1 ag = agonists of human M1 muscarinic receptor | 360,000 tested, 0.33% active | CHO-K1 hM1, Fluo-8 calcium fluorescence, agonist mode; 0% DMSO, 100% acetylcholine EC100 | activation, % at 3 µM;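 active = activation above the run's mean compound activation plus 3 SD, cut at about 16% in these data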;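 also: peak over basal fluorescence ratio within a 140 s kinetic read after compound addition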
# CHO parental Ca = counter-screen: ATP calcium response change in parental CHO cells; 330,000 tested, 0.63% active; AID 463079; parental CHO-K1, ATP-induced calcium, Fluo-8 fluorescence; inhibition, % at 5.6 µM;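 active = inhibition above that plate's mean sample inhibition plus 3 SD, cut at about 26% in these data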;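 also: 0% = ATP-challenged DMSO wells and 100% = DMSO wells without ATP; some compounds past the cut are filed as inactive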
#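 Material – parental CHO cells · Reagent – ATP stimulus · Compound – single nominal dose of 5.6 µM per compound · Detection – Fluo-8 fluorescence · Read-out basis – percent inhibition of calcium signal · Controls – ATP-challenged DMSO wells low, unchallenged DMSO wells high · Repeats – no replicates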
# M1 antag = human CHRM1 antagonism | P11229 | 360,000 tested, 1.3% active | inhibition, % at 3 µM | AID 588852 | CHO-K1 hM1, Fluo-8 calcium fluorescence, ACh EC80 antagonist;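 active = percent inhibition above its own plate's cutoff, namely the mean of that plate's compound wells plus 3 SD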;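 also: peak over basal fluorescence ratio during 140 s after agonist addition; 0% = ACh EC80 plus DMSO and 100% = DMSO alone without agonist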
# OXTR ag = human OXTR agonism; 320,000 tested, 0.32% active; CHO-OTR cells, Fluo-8 calcium fluorescence; normalized: DMSO 0%, oxytocin 100%; AID 2435; activation, % at 3 µM;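 active = activation above the mean of all tested compounds plus 3 SD, cutoff set per screening run, cut at about 20% in these data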;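 also: peak over basal fluorescence ratio from a 100 s FLIPR kinetic read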
# TAAR1 ag = human TAAR1 agonism; 360,000 tested, 0.99% active; Q96RJ0; activation, % at 3 µM; CHO RD-HGA16 TAAR1, Fluo-8 calcium fluorescence; vehicle wells 0%, saturating PEA agonist 100%;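 active = activation above the mean activation of all test compounds in the run plus 3 SD, cut at about 38% in these data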
# Target sequence (Q96RJ0 whole entry, looked up): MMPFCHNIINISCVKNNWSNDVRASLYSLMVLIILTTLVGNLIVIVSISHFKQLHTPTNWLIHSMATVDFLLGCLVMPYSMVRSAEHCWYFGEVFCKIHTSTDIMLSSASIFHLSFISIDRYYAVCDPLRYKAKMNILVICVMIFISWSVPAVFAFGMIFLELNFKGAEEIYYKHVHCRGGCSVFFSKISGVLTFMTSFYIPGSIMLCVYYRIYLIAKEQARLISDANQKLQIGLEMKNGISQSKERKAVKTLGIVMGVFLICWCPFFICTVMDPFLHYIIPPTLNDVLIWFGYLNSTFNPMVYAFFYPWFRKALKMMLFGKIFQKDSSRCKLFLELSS
#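 Assay system – CHO-derived RD-HGA16 cells with stable Gα16 and human TAAR1 · Compound dosing – one-point dosing at 3 µM (nominal) · Incubation – 17-24 h seeding, 75 min 37 °C dye, 30 min RT · Measured by – kinetic Fluo-8 calcium fluorescence · Control set – DMSO vehicle as 0%, PEA at EC100 as 100% · Repeats – single well for each compound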
# V1R ag counter = activates human V1a receptor in oxytocin agonist counter-screen; activation, % at 3 µM; P37288; CHO-V1R cells, Fluo-8 calcium fluorescence, agonist mode; 0% DMSO, 100% 3 nM vasopressin; AID 2797; 320,000 tested, 0.25% active;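 active = activation above the mean activation of all tested compounds plus 3 SD, per screening run, cut at about 20% in these data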;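 also: signal is peak over basal fluorescence ratio across a 100 second FLIPR read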
# Target sequence (P37288 whole entry, looked up): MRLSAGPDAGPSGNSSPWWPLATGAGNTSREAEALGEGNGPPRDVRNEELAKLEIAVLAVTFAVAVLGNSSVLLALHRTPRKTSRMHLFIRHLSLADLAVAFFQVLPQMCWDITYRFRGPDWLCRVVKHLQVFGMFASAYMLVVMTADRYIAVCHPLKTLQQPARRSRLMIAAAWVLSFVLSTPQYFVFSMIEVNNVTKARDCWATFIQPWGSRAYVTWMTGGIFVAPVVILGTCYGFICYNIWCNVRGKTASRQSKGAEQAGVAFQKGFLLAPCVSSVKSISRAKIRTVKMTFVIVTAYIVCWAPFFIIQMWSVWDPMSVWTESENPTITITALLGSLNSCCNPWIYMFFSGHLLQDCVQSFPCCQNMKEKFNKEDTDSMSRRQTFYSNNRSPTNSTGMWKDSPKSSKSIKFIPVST
# TAAR1 antag = human TAAR1 antagonism; 360,000 tested, 1.5% active; Q96RJ0; inhibition, % at 3 µM; CHO RD-HGA16 TAAR1, Fluo-8 calcium fluorescence, antagonist;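 active = inhibition above a per-plate cutoff, the mean inhibition of test compounds on that plate plus 3 SD, cut at about 49% in these data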;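 also: 0% = DMSO plus EC80 beta-PEA response and 100% = DMSO alone without agonist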
#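 Test system: CHO RD-HGA16 cells bearing hTAAR1 | Reagent: β-PEA, EC80 | Compound dosing: 3 µM, single point | Schedule: Dye loading 75 min at 37 °C, then 30 min room temperature | Signal: Calcium fluorescence with Fluo-8 | Evaluation: Percent inhibition of PEA-evoked calcium signal, max/basal emission ratio | Control set: DMSO-only wells and EC80 β-PEA-stimulated wells | Repeats: Singlicate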
# Numbers without * were called inactive; . = not tested or not shown.
# Fields: OXTR potentiator	CHRM1 PAM	M1 ag	CHO parental Ca	M1 antag	OXTR ag	TAAR1 ag	V1R ag counter	TAAR1 antag
> O=C(Cn1nnc(-c2ccccc2)n1)N/N=C/c1cc([N+](=O)[O-])c(Cl)cc1Cl
→ -5	16	4	-6	-1	0.1	1	0.5	10
> NC(=O)Nc1n[nH]c(-c2ccccc2)n1
→ .	9	-2	.	-15	.	9	.	-19
> Cc1onc(-c2c(F)cccc2Cl)c1C(=O)NCCN1CCNC1=O
→ 9	3	-3	-5	-8	2.2	5	0.9	0
> CCCn1nnnc1NCc1ccccc1C
→ 7	-2	-6	-9	3	0.1	1	0.1	-15
> CCCCCC(=O)N1C[C@H](n2cc(C3CC3)nn2)[C@@H](O)C[C@@H]1c1ccccc1
→ .	9	-2	.	-15	.	5	.	-24
> CCOC(=O)CN1C(=O)C(Sc2n[nH]c(-c3cccc(C)c3)n2)CCc2ccccc21 (stereo not drawn)
→ -8	6	-6	-8	0	2.9	0	2.3	-1
> CCc1cc(=O)oc2cc(OCC(=O)N3CCC(C(N)=O)CC3)ccc12
→ 1	-5	-4	-8	1	-0.6	3	0.6	-9
> COCCCNC(=O)c1cccc2c(-c3ccnn3C)coc12
→ .	-6	1	.	8	.	1	.	-9
> C=CCOC(=O)C1=C(C)NC(=O)NC1/C=C/c1ccccc1 (stereo not drawn)
→ -7	11	-4	-15	-19	-2.5	-1	-0.4	-16
> O=C(CC1CC2CCC1C2)N1CCN(S(=O)(=O)c2ccccc2C(F)(F)F)CC1 (stereo not drawn)
→ -7	5	-3	-27	-8	2.8	17	3.3	2

# Following part
# Fields: OXTR potentiator	CHRM1 PAM	M1 ag	CHO parental Ca	M1 antag	OXTR ag	TAAR1 ag	V1R ag counter	TAAR1 antag
> COc1cccc(NC(=O)C2CCCN(S(=O)(=O)c3cccc4nonc34)C2)c1 (stereo not drawn)
→ -5	13	-4	-10	-9	-0.1	2	-0.4	-4
> CCOC(=O)c1oc2cccc(OCC(O)CNC(C)C)c2c1C (stereo not drawn)
→ -6	-4	-7	-16	8	2.9	4	1.9	19
> O=C(Nc1ccc(OC(F)(F)F)cc1)C1=NCCN1
→ 2	-3	-2	8	9	-0.2	-1	-1.0	1
> Cc1ccc(-n2c3nc(=O)n(C)c(=O)c-3cc3ccccc32)cc1
→ 5	4	-5	-18	-13	0.9	-1	0.9	-22
> CCc1nnc(NC(=O)c2cc(-c3ccccc3)nn2-c2ccccc2)s1
→ -4	-3	-5	-9	0	-1.1	10	-1.0	3
> CCn1c(CNC(=O)c2ccco2)nnc1SCC(=O)Nc1ccccc1Cl
→ -1	7	-5	-13	-4	0.2	2	-0.1	3
> CCCSc1nnc(NC(=O)c2nc(SC)ncc2Cl)s1
→ -4	4	-2	-15	-4	2.3	3	3.5	-3
> S=C(Nc1ccccc1)Nn1cnnc1
→ 1	4	0	-9	5	-0.4	1	0.4	4
> Cc1ccc(S(=O)(=O)NN/C(=N/S(=O)(=O)c2ccccc2)c2ccccc2)cc1
→ -9	-2	-3	3	6	0.3	3	1.9	-4
> N#C/C(=C\Nc1ccc2cn[nH]c2c1)c1nc(-c2ccc(Cl)cc2)cs1
→ -4	4	1	-2	3	-0.4	1	-0.1	-8

# Overlap with the part before: 4 entries; new compounds follow.
# Fields: OXTR potentiator	CHRM1 PAM	M1 ag	CHO parental Ca	M1 antag	OXTR ag	TAAR1 ag	V1R ag counter	TAAR1 antag
> CCCSc1nnc(NC(=O)c2nc(SC)ncc2Cl)s1
→ -4	4	-2	-15	-4	2.3	3	3.5	-3
> S=C(Nc1ccccc1)Nn1cnnc1
→ 1	4	0	-9	5	-0.4	1	0.4	4
> Cc1ccc(S(=O)(=O)NN/C(=N/S(=O)(=O)c2ccccc2)c2ccccc2)cc1
→ -9	-2	-3	3	6	0.3	3	1.9	-4
> N#C/C(=C\Nc1ccc2cn[nH]c2c1)c1nc(-c2ccc(Cl)cc2)cs1
→ -4	4	1	-2	3	-0.4	1	-0.1	-8
> Cc1ccc(-n2nc(C(=O)N/N=C/c3cccc(C(F)(F)F)c3)c3ccccc3c2=O)cc1C
→ -13	.	.	-25	.	-1.2	9	0.5	14
> CC(C)(C)c1cc(C(=O)NC2CC2)n(Cc2ccc(F)cc2)n1
→ -1	10	-3	-12	-17	-2.4	0	-2.7	0
> Cc1ccc(NC(=O)CSc2nnc(NC(=O)C(C)C)s2)c(C)c1
→ 7	13	-4	-10	-20	-0.8	-2	0.8	-17
> O=C(COC(=O)COc1cccc(C(F)(F)F)c1)NC(=O)NC1CCCCC1
→ 1	2	-2	-5	-1	-0.9	0	0.4	-26
> COc1cc(C(=O)Nc2ccccc2SCc2cc(=O)n3nc(C)sc3n2)cc(OC)c1OC
→ -5	0	-5	-26	4	-0.3	0	-0.2	-2
> COc1ccc(-c2nnc(SCC(=O)NNC(=O)c3ccc(C)cc3)o2)cc1
→ 1	13	-6	-3	-12	-0.4	0	0.2	-24
> CSc1ccccc1C(=O)N1CCN(S(=O)(=O)c2sc(C(=O)O)c(C)c2C(=O)O)CC1
→ -4	-2	-3	-6	8	0.8	1	0.2	-19
> CCc1cc2c(=O)c(-c3nc4ccccc4n3C)c(C)oc2c(CN2CCCCC2)c1O
→ -1	4	-4	-13	-6	-0.2	1	0.8	-18
> COc1ccc(S(=O)(=O)Cc2ccc(C(=O)NCCc3ccc(S(N)(=O)=O)cc3)o2)cc1
→ 1	-2	-2	-5	3	0.5	6	0.0	32
> CCCc1[nH]nc2c1C(Cc1ccccc1)C(C#N)=C(N)O2 (stereo not drawn)
→ 0	-3	-4	-5	7	1.0	-1	-0.7	-8

# Next part
# Fields: OXTR potentiator	CHRM1 PAM	M1 ag	CHO parental Ca	M1 antag	OXTR ag	TAAR1 ag	V1R ag counter	TAAR1 antag
> Cc1oc2c(CN3CCCCC3C)c(O)ccc2c(=O)c1-c1ccc(Br)cc1 (stereo not drawn)
→ .	4	-10	.	-14	.	3	.	-8
> Cc1ccc(Oc2nc3ccccn3c(=O)c2/C=C(\C#N)C(=O)NC2CCS(=O)(=O)C2)c(C)c1 (stereo not drawn)
→ -5	1	-5	-5	-1	0.9	3	0.6	-18
> N#Cc1c(-c2ccco2)cc(-c2ccccc2)[nH]c1=O
→ -6	8	-3	-5	-4	-0.4	-2	0.4	8
> COc1ccc(OC)c(C(=O)CSc2nccc(-c3ccc(Br)cc3)n2)c1
→ -5	5	0	-22	-15	0.6	5	0.6	27
> Brc1ccc2c(c1)[C@H]1OCC[C@H]1[C@@H](c1cccs1)N2
→ -6	-1	-4	1	-4	-1.8	18	1.4	-4
> O=C(OCc1ccccc1)N1Cc2ccnnc2CC1c1ccccc1Br (stereo not drawn)
→ .	-1	-5	.	9	.	0	.	15
> CC(=O)N1CCC2(CC1)C(C#N)=C(N)OC1=C2C(=O)CC(C)(C)C1
→ -3	10	-2	-3	-10	0.0	1	0.0	12
> O=C(Nc1ccccc1)c1csc(-c2ccccc2)n1
→ -4	-8	-6	-34	13	-2.3	4	-1.5	1
> Cc1ccc(C(=O)NCC(c2ccco2)N2CCOCC2)cc1 (stereo not drawn)
→ -6	-2	-2	-9	9	0.4	0	1.2	-13
> COc1ccc(-n2c(=S)[nH]c3cc(C(=O)NCc4cccnc4)ccc3c2=O)c(OC)c1
→ -1	12	-1	-8	-12	0.4	1	0.9	-7

# Additional results follow:
# Fields: OXTR potentiator	CHRM1 PAM	M1 ag	CHO parental Ca	M1 antag	OXTR ag	TAAR1 ag	V1R ag counter	TAAR1 antag
> CCSc1nc2c([nH]c3ccccc32)c(=O)n1C
→ -3	-2	-12	-1	-7	0.6	-1	-0.8	-13
> Cc1c(C(=O)N/N=C/c2cccnc2)sc(N)c1C#N
→ .	6	-2	.	3	.	4	.	-6
> CC(C)(C)NC(=O)C(c1cccs1)N(Cc1cccs1)C(=O)c1csnn1 (stereo not drawn)
→ -12	8	-2	-22	3	-2.4	1	5.5	5
> COc1ccc(C(=O)N(C)Cc2ccccc2F)cc1S(=O)(=O)N1CCCC1
→ -6	14	-3	-12	-7	-0.4	1	1.2	-20
> O=C(Nc1cccc(Cl)c1)c1ccc(F)c(S(=O)(=O)N2CCN(c3ccccn3)CC2)c1
→ -14	-5	-4	0	5	0.7	6	2.9	0
> COc1ccc(C2C/C(=N\O)C(C)(C)O2)cc1 (stereo not drawn)
→ -1	10	-5	-3	-7	-0.7	3	0.8	-4
> CC1CCC2(CC1)NC(=O)N(CC(=O)NCCc1ccccc1)C2=O (stereo not drawn)
→ -1	16	1	-14	-14	-0.7	2	-0.4	-8
> CCOC(=O)c1ccc(S(=O)(=O)NNC(=O)Cc2csc(C)n2)cc1
→ 0	5	-2	2	-7	2.4	1	0.3	-1
> COc1ccccc1C=Cc1ccnc2ccccc12
→ .	3	-5	.	-18	.	5	.	-1
> Fc1ccc(Nc2ccnc(C(F)(F)F)c2)cc1
→ -11	2	-2	-2	-1	7.1	0	4.7	8

# Continuation:
# Fields: OXTR potentiator	CHRM1 PAM	M1 ag	CHO parental Ca	M1 antag	OXTR ag	TAAR1 ag	V1R ag counter	TAAR1 antag
> Cc1cc([N+](=O)[O-])nn1CCCC(=O)Nc1ccc2c(c1)OCO2
→ 6	3	-4	-2	-2	-0.2	0	0.4	-21
> COc1cc(C(=O)NCC(=O)N/N=C/c2ccc(OC(=O)c3ccco3)cc2)cc(OC)c1OC
→ -8	2	-2	-22	0	-2.2	-1	0.0	0
> O=C(Cn1c(=O)c2cccn2c2cccnc21)N1CCN(c2ccc(Cl)cc2)CC1
→ -6	8	-3	-15	-7	3.1	.	6.5	.
> CC(C)(C)NC(=O)CSc1nc2scc(-c3ccccc3)c2c(=O)[nH]1
→ -1	-1	0	-14	-5	4.3	4	5.0	8

# A different layout for some results above.
Structure	OXTR potentiator	CHRM1 PAM	M1 ag	CHO parental Ca	M1 antag	OXTR ag	TAAR1 ag	V1R ag counter	TAAR1 antag
Cc1cc([N+](=O)[O-])nn1CCCC(=O)Nc1ccc2c(c1)OCO2	6	3	-4	-2	-2	-0.2	0	0.4	-21
COc1cc(C(=O)NCC(=O)N/N=C/c2ccc(OC(=O)c3ccco3)cc2)cc(OC)c1OC	-8	2	-2	-22	0	-2.2	-1	0.0	0
